TRb SRC2 PPI = qHTS for Inhibitors of the Interaction of Thyroid Hormone Receptor and Steroid Receptor Coregulator 2 | Thyroid hormone receptor beta (Homo sapiens), P10828 | TRbeta-SRC2 peptide binding, fluorescence polarization; receptor liganded with 1 µM T3 | Potency, µM (doses to about 106 µM), for inactives: top-dose activity change, negative = inhibition, usual class: inhibitors | actives 0.065% (n = 280,000);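 further: potency means the concentration at half of the fitted maximal effect; plate controls were bound peptide for no effect and peptide without receptor for full effect; nearly all actives have a fitted effect of over 50% in size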
Target sequence (P10828 whole entry, looked up): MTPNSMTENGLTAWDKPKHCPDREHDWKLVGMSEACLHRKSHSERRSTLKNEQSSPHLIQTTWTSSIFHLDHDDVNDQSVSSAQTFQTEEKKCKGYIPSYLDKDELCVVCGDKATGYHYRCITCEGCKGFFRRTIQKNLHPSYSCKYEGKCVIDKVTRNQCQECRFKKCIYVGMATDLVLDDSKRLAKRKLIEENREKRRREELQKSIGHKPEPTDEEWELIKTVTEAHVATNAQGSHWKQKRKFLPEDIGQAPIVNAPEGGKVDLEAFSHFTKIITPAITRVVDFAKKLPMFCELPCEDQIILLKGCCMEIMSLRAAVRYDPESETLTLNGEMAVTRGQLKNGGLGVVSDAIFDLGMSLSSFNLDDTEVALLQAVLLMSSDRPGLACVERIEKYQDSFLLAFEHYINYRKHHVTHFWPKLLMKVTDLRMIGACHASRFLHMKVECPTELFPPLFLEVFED
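Polarization signal, normalized between peptide-alone and full complex controls, measured compound effects on T3-liganded human TRb LBD (0.6 uM) binding 20 nM Texas Red SRC2 peptide after 5 hr.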
NPSR antagonist = qHTS Assay for Antagonists of the Neuropeptide S Receptor: cAMP Signal Transduction. Q6W5P4. CHO-NPSR cells, cAMP TR-FRET, antagonist mode. Potency, µM (doses to about 38.3 µM), for inactives: at the highest dose activity change, negative = inhibition, actives largely listed as inhibitors. actives 1% (n = 220,000); further: potency means the concentration at half of the fitted maximal effect; on the % scale 0 is the no-effect control and ±100 the full control effect; nearly all actives have a fitted effect of over 50% in size; many of its hits are not listed in these tables
Tau fibril FP = qHTS for Inhibitors of Tau Fibril Formation, Fluorescence Polarization; Potency, µM (doses to about 57.7 µM), for inactives: top-dose activity, negative = inhibition, actives largely listed as inhibitors; AID 1468, 2008; actives 0.39% (n = 280,000); Microtubule-associated protein tau (Homo sapiens), P10636; K18 P301L tau heparin fibrillization, Alexa594 FP, 6 h; further: potency means the concentration at half of the fitted maximal effect; on the % scale 0 is the no-effect control and ±100 the full control effect; nearly all actives have a fitted effect of over 55% in size
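Compound effects on tau fibrillization are measured by Alexa 594 fluorescence polarization (ex 555, em 632 nm). K18 P301L tau is used at 15 uM with 0.24 uM labeled tracer, and 20 uM heparin induces aggregation over 6 hr at 37 C.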
TR SRC2 fluor cs = Total Fluorescence Counterscreen for Inhibitors of the Interaction of Thyroid Hormone Receptor and Steroid Receptor Coregulator 2 | TRb/SRC2 Texas Red total fluorescence interference | Potency, µM (series often up to 106 µM), inactives show at the top dose fluorescence change, negative = quenching | actives 0.29% (n = 280,000); active means well fitted curve in either direction with a large enough effect; inconclusive means small, poorly fitted or top-dose-only effect; further: potency means the concentration at half of the fitted maximal effect; on the % scale 0 is the no-effect control and ±100 the full control effect
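Flags fluorescent or light-absorbing compounds by total fluorescence, S + 2P, at 555 nm excitation and 632 nm emission. Mixture: 20 nM Texas Red SRC2 peptide, 0.6 uM human TRb LBD, 1 uM T3, 5% DMSO; compound exposure 5 h at ambient temperature.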
CBFb RUNX1 block = qHTS Assay for Compounds Blocking the Interaction Between CBF-beta and RUNX1 for the Treatment of Acute Myeloid Leukemia | Runt-related transcription factor 1 (Homo sapiens) + Core-binding factor subunit beta … | AlphaScreen CBFb-His/RUNX1-biotin binding, biochemical | Potency, µM (titrated, usually from 59.8 µM), for the others: at the top dose activity, negative = inhibition, most hits filed as inhibitors | 230,000 tested, under 10 active | AID 1477, 2009; further: % of control where 0% means no effect
Target sequence (Q01196 whole entry, looked up): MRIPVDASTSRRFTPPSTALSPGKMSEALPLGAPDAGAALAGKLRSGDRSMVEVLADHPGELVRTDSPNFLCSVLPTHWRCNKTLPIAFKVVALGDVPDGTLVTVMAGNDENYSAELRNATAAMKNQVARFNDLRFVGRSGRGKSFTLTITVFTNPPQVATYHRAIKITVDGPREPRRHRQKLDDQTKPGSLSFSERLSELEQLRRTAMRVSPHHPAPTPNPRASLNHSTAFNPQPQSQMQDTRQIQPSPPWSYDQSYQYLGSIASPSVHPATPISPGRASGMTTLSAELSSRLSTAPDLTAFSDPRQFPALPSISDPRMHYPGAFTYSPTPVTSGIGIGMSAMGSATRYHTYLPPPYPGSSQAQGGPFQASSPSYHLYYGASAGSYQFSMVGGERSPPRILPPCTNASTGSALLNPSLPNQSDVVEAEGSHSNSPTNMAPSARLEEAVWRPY
Target sequence (Q13951 whole entry, looked up): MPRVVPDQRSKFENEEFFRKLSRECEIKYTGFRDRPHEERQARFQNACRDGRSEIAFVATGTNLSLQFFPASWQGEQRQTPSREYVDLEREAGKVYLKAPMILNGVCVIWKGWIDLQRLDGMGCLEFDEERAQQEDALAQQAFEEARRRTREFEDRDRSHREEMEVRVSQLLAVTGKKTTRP
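CBFb-His/RUNX1-biotin, 30 nM each, preincubated 20 min RT; compound 15 min RT; Ni + streptavidin beads 50 ng each, 90 min RT; AlphaScreen read.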
Epigenetic reg = Quantitative High-Throughput Screen for Regulators of Epigenetic Control; AID 1865, 2009; Potency, µM (highest dose often 53.9 µM), inactives show top-dose GFP activation, usual class: activators; actives 0.2% (n = 280,000); murine LDR cells, GFP reporter derepression, 30 h; further: potency means the concentration at half of the fitted maximal effect; % of control where 0% means no effect; nearly all actives have a fitted effect of over 60% in size
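Reporter derepression read as number of fluorescent GFP-positive objects, 20-120 um in size, counted by laser-scanning cytometer. Mouse LDR line with an epigenetically silenced CMV-GFP locus; compound incubation 30 h, 37 C.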
aGal spleen mod = qHTS Assay for Inhibitors and Activators of Human alpha-Galactosidase From Spleen Homogenate. AID 2107, 2009. actives 0.008% (n = 240,000). human spleen homogenate, 4MU-alpha-Gal fluorescence, 40 min. Potency, µM (highest dose often 80 µM), for the others: at the top dose activity change, negative = inhibition, usual class: inhibitors;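 further: potency means the concentration at half of the fitted maximal effect; 0% = enzyme with vehicle and -100% = no enzyme basal signal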
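Spleen homogenate 1 ug + cpd (titration) + 4-MU-alpha-D-galactopyranoside 1 mM; 37C 40 min; 50 mM citrate/phosphate pH 5.0, 0.01% Tween-20; stop pH 10; fluorescence 365/440; AC50 via Hill.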
Tau fluor cs = Counterscreen qHTS for Inhibitors of Tau Fibril Formation, Fluorescence Polarization | tau K18 P301L Alexa594 fluorescence, heparin fibrillization | Potency, µM (titrated, usually from 57.7 µM), without a hit: top-dose activity change, negative = decrease | actives 0.93% (n = 280,000) | AID 1463, 2008; further: potency means the concentration at half of the fitted maximal effect; on the % scale 0 is the no-effect control and ±100 the full control effect; nearly all actives have a fitted effect of over 55% in size
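Human tau K18 P301L (15 uM unlabeled, 0.24 uM Alexa 594-labeled) in 100 mM sodium acetate pH 7 with 20 uM heparin, 6 hr at 37 C. ThT 30 uM added, 1 hr ambient; Alexa 594 FP and total fluorescence read at 555/632 nm.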
An asterisk follows results filed as active; ? = inconclusive; . = no result given; [ ] = another dose, or the depositor's remark. Unless noted, the call rests on the fitted dose curve; in most records, active means well fitted curve in the direction sought with a large enough effect; inconclusive means small, poorly fitted or top-dose-only effect, or another doubt; inactive means no such curve, though single readings can be large; an effect the other way counts as inactive or inconclusive. These rows are one share of the data. The share of hits here may be higher or lower than overall.

#	SMILES	TRb SRC2 PPI	NPSR antagonist	Tau fibril FP	TR SRC2 fluor cs	CBFb RUNX1 block	Epigenetic reg	aGal spleen mod	Tau fluor cs
1	CC1=C(C#N)CCC(=O)N1Cc1c(C)cc(C)cc1C	-6.6%	-5.4%[46.1 µM]	-9.0%	-1.6%	-1.9%	-1.0%	9.4%	-5.6%
2	CN=C(Nc1ccc(C(=O)OC)s1)c1ccc(Cl)cc1	-2.5%	-9.8%	6.0%	-1.0%	-6.3%	1.9%	-13.4%	-8.1%
3	COC(=O)C1=C(C)N(CC(C)C)C(=O)/C1=C\c1cccs1	1.7%	-12.1%[46.1 µM]	?	-1.1%	-25.5%	-1.9%	6.7%	-29.3%
4	O=C1C2C3C=CC(O3)C2C(=O)N1CC(O)c1ccccc1 (stereo unspecified)	-2.7%	1.1%[46.1 µM]	-7.5%	-0.2%	6.1%	-1.0%	10.2%	5.2%
5	COc1ccc(CC(=O)O/N=C(\N)c2ccccn2)cc1	3.7%	12.5%	-5.9%	0.2%	9.4%	-0.3%	8.0%	-9.7%
6	CCN1/C(=C/C=C/c2oc3ccc(-c4ccccc4)cc3[n+]2CC)Oc2ccc(-c3ccccc3)cc21	5.8%	?	?	-2.4%	-1.3%	82.7%	-0.4%	3.98µM*[fluorescent]
7	COc1ccc(NC(=O)CCc2nc3cccnc3n2Cc2cccs2)c(OC)c1	-3.0%	.	?	3.6%	.	-2.4%	.	-17.7%
8	COc1cc(C(NC(C)=O)NC(C)=O)ccc1OCc1ccccc1	-1.8%	5.7%	-2.6%	0.3%	-8.0%	1.5%	-2.2%	-1.1%
9	Cn1c(=O)oc2cc(S(=O)(=O)N3CCc4ccccc4C3)ccc21	-0.9%	1.4%[46.1 µM]	-14.0%	-1.2%	4.8%	-5.7%	6.5%	-16.5%
10	O=C(COC(=O)c1ccc(S(=O)(=O)NCc2ccco2)cc1)NCC1CCCCC1	0.3%	-13.3%[46.1 µM]	-10.5%	1.5%	-8.3%	2.5%	10.0%	-12.7%
11	Cc1ccc(SCc2nc3ccccc3[nH]2)cc1	-5.2%	-9.2%[46.1 µM]	7.0%	0.1%	-1.1%	-2.3%	-13.5%	-9.0%
12	COc1ccc2c(Sc3ccc(C)cc3)c(C(=O)NCCc3ccccc3)[nH]c2c1	5.1%	.	?	-1.1%	.	-3.3%	.	-27.0%
13	COc1ccc(OC)c(CNC(=O)CCNC(=O)Cn2ccc3ccccc3c2=O)c1	2.6%	-2.7%[46.1 µM]	6.0%	1.4%	2.5%	1.9%	2.7%	3.1%
14	COCCCNC(=O)C(Cc1ccccc1)NS(=O)(=O)c1ccc2c(c1)c(=O)n(C)c(=O)n2C (stereo unspecified)	-13.0%	-11.5%[46.1 µM]	-1.2%	1.8%	1.3%	-0.8%	0.1%	2.4%
15	O=[N+]([O-])c1ccc(N2CCCCC2)cc1	-5.7%	8.9%	-8.0%	-2.9%	-0.9%	?	-1.6%	-18.6%
16	CCC(C)(C)n1nnnc1C(c1cc2ccc(OC)cc2[nH]c1=O)N1CCc2ccccc2C1 (stereo unspecified)	1.7%	-16.4%[46.1 µM]	-6.1%	-1.4%	8.7%	-1.2%	-4.3%	-12.5%
17	COC1=CC(=O)CC(C)C12Oc1cc(OC)cc(OC)c1C2=O (stereo unspecified)	-3.6%	16.2%	5.6%	-3.3%	-0.3%	0.0%	3.8%	-9.7%
18	COCCCn1c(=N)c(C(=O)NCc2cccnc2)cc2c(=O)n3cc(C)ccc3nc21	-8.1%	.	-2.3%	-2.1%	.	2.2%	.	-6.6%
19	O=C(Cc1ccc(Cl)cc1)NCC(c1cccs1)S(=O)(=O)c1ccc(Cl)cc1 (stereo unspecified)	-5.2%	.	-6.2%	0.7%	.	-1.1%	.	-21.3%
20	COC(=O)c1ccc(NS(=O)(=O)c2ccc(Cl)cc2)o1	1.1%	-13.4%	1.7%	-0.4%	-19.8%	-1.3%	0.1%	-1.1%
21	CN(C)C1(CNC(=O)COc2ccc([N+](=O)[O-])cc2)CCCCC1	-12.6%	.	1.7%	?	.	-1.6%	.	1.3%
22	COCCNCC(=O)NC12CC3CC(CC(C3)C1)C2	1.8%	-1.1%[46.1 µM]	-3.8%	-0.2%	0.5%	0.7%	-1.4%	1.1%
23	Cc1cc(C)c(CN2CCC(CO)(CCOc3ccccc3)CC2)cc1C	-7.8%	36.0%	-1.5%	-4.3%	-2.0%	-0.6%	-6.9%	-8.4%
24	CCC(C)NC(=O)C(=O)Nc1c2c(nn1-c1ccccc1)CS(=O)(=O)C2 (stereo unspecified)	-13.1%	.	-10.1%	0.5%	.	4.3%	.	-2.6%
25	CCCn1c(SCC(=O)NC2CCCCC2)nnc1-c1ccccn1	-3.7%	4.1%	5.6%	1.0%	6.1%	-4.5%	-1.9%	4.5%

Ordered by length of the SMILES (highest first): part of the list above.
#	SMILES	TRb SRC2 PPI	NPSR antagonist	Tau fibril FP	TR SRC2 fluor cs	CBFb RUNX1 block	Epigenetic reg	aGal spleen mod	Tau fluor cs
16	CCC(C)(C)n1nnnc1C(c1cc2ccc(OC)cc2[nH]c1=O)N1CCc2ccccc2C1 (stereo unspecified)	1.7%	-16.4%[46.1 µM]	-6.1%	-1.4%	8.7%	-1.2%	-4.3%	-12.5%
20	COC(=O)c1ccc(NS(=O)(=O)c2ccc(Cl)cc2)o1	1.1%	-13.4%	1.7%	-0.4%	-19.8%	-1.3%	0.1%	-1.1%
15	O=[N+]([O-])c1ccc(N2CCCCC2)cc1	-5.7%	8.9%	-8.0%	-2.9%	-0.9%	?	-1.6%	-18.6%

Continuation.
#	SMILES	TRb SRC2 PPI	NPSR antagonist	Tau fibril FP	TR SRC2 fluor cs	CBFb RUNX1 block	Epigenetic reg	aGal spleen mod	Tau fluor cs
26	CCN(CC(=O)Nc1ccc2c(c1)CCC2)Cc1nc2ccccc2c(=O)[nH]1	-0.6%	-4.2%[46.1 µM]	-7.6%	-0.6%	-0.1%	-3.4%	8.5%	-22.0%
27	COC(=O)c1sc(N)c(C(=O)OC)c1COC(=O)C1CC(=O)N(Cc2ccco2)C1 (stereo unspecified)	-8.1%	-13.3%[46.1 µM]	-2.9%	-0.6%	1.1%	-3.2%	11.0%	-15.7%
28	CCN1CCN(C(=O)c2cc3nc(-c4ccccc4)cc(C(F)(F)F)n3n2)CC1	-7.9%	-14.5%[46.1 µM]	-7.7%	-3.4%	-4.5%	1.1%	1.4%	-0.6%
29	O=C(c1nn2c(C(F)(F)F)cc(-c3ccccc3)nc2c1Cl)N1CCOCC1	-6.3%	-11.5%[46.1 µM]	-4.6%	-2.9%	11.3%	2.7%	-2.7%	1.8%
30	COc1cccc(C(=O)Nc2ccccc2-c2nnc(-c3cccc(OC)c3)o2)c1	0.4%	.	?	2.2%	.	-1.1%	.	?
31	O=C(CO/N=C/c1ccc(Cl)cc1Cl)NNC(=O)c1ccc(Cl)cc1Cl	4.1%	20.5%	-8.1%	0.1%	5.3%	-0.9%	4.1%	-12.3%
32	COc1ccc(C(=O)c2ccc(N3CCN(C4CC(=O)NC4=O)CC3)cc2)cc1F (stereo unspecified)	0.4%	-15.8%[46.1 µM]	-3.1%	-6.0%	3.6%	0.1%	-2.2%	-8.2%
33	COc1ccc(C2(NC(C)=O)CCN(C(=O)CCC(=O)O)CC2)cc1	-9.6%	-7.8%[46.1 µM]	-0.4%	-4.1%	-1.0%	-6.1%	-0.6%	-1.3%
34	CSc1nsc(SC)c1C(=O)NC(=O)Nc1cccnc1	-4.1%	18.0%	-3.3%	0.9%	-2.2%	0.0%	-1.0%	-3.6%
35	CCCCNC(=O)C1CCN(S(=O)(=O)c2ccc3c(ccn3CC)c2)CC1	-7.9%	.	-5.2%	0.3%	.	1.7%	.	-1.7%
36	COC(=O)CSc1ncc(OC)c(OC)n1	6.9%	-11.7%[46.1 µM]	-3.7%	1.2%	0.0%	-1.1%	7.1%	-2.7%
37	Nc1nc(N2CCOCC2)nc(N(c2ccccc2)c2ccccc2)n1	6.9%	2.0%[46.1 µM]	-0.9%	5.8%	2.0%	0.0%	0.6%	-1.5%
38	O=C(NCc1ccc2c(c1)OCO2)c1ccccn1	3.1%	8.3%[46.1 µM]	3.1%	3.3%	1.2%	1.2%	-6.3%	-0.2%
39	CCS(CC)=NS(=O)(=O)c1ccc(NC(C)=O)cc1	-3.6%	-9.2%[46.1 µM]	-0.9%	4.7%	2.7%	0.0%	8.8%	4.4%
40	CN(C)c1ccc(/C=C/c2ccncc2)cc1	-2.0%	-8.3%[46.1 µM]	6.5%	-1.9%	3.9%	1.8%	0.7%	-5.6%
41	c1cncc(CSc2ccc(-c3cccnc3)nn2)c1	-1.0%	19.8%	-1.7%	-0.2%	-3.5%	0.9%	1.3%	0.9%
42	CCc1ccc2[nH]c(=O)c(C(c3nnnn3CCOC)N3CCN(c4ccccc4F)CC3)cc2c1 (stereo unspecified)	-2.5%	-11.9%[46.1 µM]	?	-3.2%	-3.1%	1.0%	2.0%	-24.0%
43	CCOc1ccccc1NC(=O)c1c(NC(=O)c2ccccc2)sc2c1CCCC2	-6.8%	.	-2.8%	3.2%	.	-1.6%	.	-6.6%
44	C[C@@H]1/C(=N/O)CC2C[C@@H]1C2(C)C	1.4%	.	-1.7%	-0.8%	.	-0.2%	7.9%	-0.3%
45	O=S(=O)(c1ccc(S(=O)(=O)N2CCC3(CC2)OCCO3)cc1)N1CCCC1	5.4%	-2.0%	-9.9%	-1.2%	7.0%	1.2%	-1.8%	0.6%

Assay outcomes (PubChem BioAssay)
